Source: PubChem
5HT1a antag: human 5-HT1a receptor antagonists, primary screen, cell-based, CHO, Ga15 NFAT-bla reporter. 5-hydroxytryptamine receptor 1A (Homo sapiens), P08908. CHO 5-HT1a Ga15 NFAT-bla reporter, antagonist mode. inhibition, % at 10 µM. 62,000 tested, 0.68% active. AID 612, 2007;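 active means inhibition above the mean of all tested compounds plus 3 SD, cut at about 43% in these data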;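 further: receptor stimulated by 5-CT agonist at 100 nM near EC80; beta-lactamase reporter measured by ratiometric fluorescence of a cleavable substrate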
S1P1 ag pot: S1P1 agonists and agonism potentiators, primary screen, cell-based, primary and confirmation screens, CRE-bla reporter | Sphingosine 1-phosphate receptor 1 (Homo sapiens), P21453 | S1P1 CRE-bla cells, forskolin, beta-lactamase FRET, potentiator mode; S1P1 agonist co-added at EC20, 2 nM; 100% = saturating reference agonist, 0% = basal | activation, % at 9.5 µM | 56,000 tested, 0.57% active | AID 449, 2006;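 active means activation above a cutoff set at the mean activation of all tested compounds plus 3 SD, cut at about 54% in these data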;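 further: forskolin at 4 µM as EC80 and the EC20 agonist is SEW2871; 100% = SEW2871 at its EC100 plus forskolin at EC80; some compounds past the cut are filed as inactive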
HTR1A agonist: human 5-HT1a receptor agonists, primary screen, cell-based, CHO, Ga15 NFAT-bla reporter | 5-hydroxytryptamine receptor 1A (Homo sapiens), P08908 | CHO 5-HT1a Ga15 NFAT-bla reporter, FRET ratio; 0% basal, 100% maximal reference agonist | activation, % at 10 µM | 65,000 tested, 0.56% active | AID 567, 2006;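 active means activation above the screen-wide mean activation plus 3 SD, cut at about 19% in these data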;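 further: 0% = DMSO wells and 100% = 5-CT at EC100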
5HT1E ag: 5-HT1E receptor agonists, primary screen, cell-based, HTS; CHO 5-HT1E Ga15 NFAT-bla reporter, FRET; 0% DMSO wells, 100% control agonist wells; 65,000 tested, 0.69% active; 5-hydroxytryptamine receptor 1E (Homo sapiens), P28566; activation, % at 6 µM;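 active means activation above a set limit, the screen-wide mean activation plus 3 SD, cut at about 8.5% in these data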;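 further: 100% = positive control agonist at 1 µM giving full maximal response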
Jurkat tox 60K: cytotoxicity toward Jurkat T cells, primary screen, cytotoxicity control, cell-based, Jurkat E6.1, 60K MLSMR library | Jurkat E6.1 viability, ATP luminescence, 48 h | inhibition, % at 4 µM | 56,000 tested, 1.2% active | AID 463, 2006;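 active means inhibition above the mean inhibition of all tested compounds plus 3 SD, cut at about 28% in these data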
M1 antagonist: antagonists of rat M1 muscarinic receptor; CHO-M1 cells, Fluo-4 calcium, ACh EC80 antagonist mode; active compounds read low; AID 628, 2007; B-score at 10 µM; 64,000 tested, 3.4% active;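 active means calcium fluorescence response, raw or row-and-column corrected B-score, differing from the plate sample mean either way at a set confidence level, mostly lower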
Target sequence (P08482 whole entry, looked up): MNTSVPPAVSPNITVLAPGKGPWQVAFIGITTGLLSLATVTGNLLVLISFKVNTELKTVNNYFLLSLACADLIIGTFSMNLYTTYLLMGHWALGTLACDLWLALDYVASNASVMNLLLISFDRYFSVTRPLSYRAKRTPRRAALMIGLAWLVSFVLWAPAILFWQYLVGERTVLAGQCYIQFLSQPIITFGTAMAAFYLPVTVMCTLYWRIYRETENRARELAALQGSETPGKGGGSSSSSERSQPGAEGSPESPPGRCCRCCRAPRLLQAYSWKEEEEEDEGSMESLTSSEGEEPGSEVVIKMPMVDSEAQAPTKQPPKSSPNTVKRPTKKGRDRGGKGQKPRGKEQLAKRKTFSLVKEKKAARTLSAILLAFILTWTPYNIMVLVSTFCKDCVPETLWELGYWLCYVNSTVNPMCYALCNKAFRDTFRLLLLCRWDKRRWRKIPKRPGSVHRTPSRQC
M1 ag: M1 muscarinic receptor agonists, primary screen, CHO-M1 cells, Fluo-4 calcium, agonist mode | B-score at 10 µM | Fluo-4 calcium fluorescence; active compounds read high | 64,000 tested, 3% active;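 active means fluorescence rise, raw or as B-score row- and column-corrected plate score, outside the 99.7% band of its plate's samples, either direction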
5HT1E antag: 5-HT1E receptor antagonists, primary screen, cell-based, HTS. 65,000 tested, 0.99% active. inhibition, % at 6 µM. CHO 5-HT1E Ga15 NFAT-bla reporter, FRET, antagonist;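 active means inhibition above a set limit, the mean inhibition across every tested compound plus 3 SD, cut at about 29% in these data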;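 further: signal is the 460 over 535 nm emission ratio of beta-lactamase substrate; 0% = agonist plus DMSO wells and 100% = wells without agonist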
S1P3 agonist: human S1P3 receptor agonists, primary screen, cell-based, primary and confirmation, NFAT-BLA reporter; S1P3 NFAT-BLA reporter cells, agonism, FRET ratio; relative to 1 µM S1P, basal subtracted; activation, % at 4.5 µM; Sphingosine 1-phosphate receptor 3 (Homo sapiens), Q99500; 60,000 tested, 0.1% active;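 active means activation above the screen-wide mean plus 3 SD, cut at about 4.5% in these data, passing the limit was not always enough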; further: some compounds called inactive have numbers as strong as hits
Target sequence (Q99500 whole entry, looked up): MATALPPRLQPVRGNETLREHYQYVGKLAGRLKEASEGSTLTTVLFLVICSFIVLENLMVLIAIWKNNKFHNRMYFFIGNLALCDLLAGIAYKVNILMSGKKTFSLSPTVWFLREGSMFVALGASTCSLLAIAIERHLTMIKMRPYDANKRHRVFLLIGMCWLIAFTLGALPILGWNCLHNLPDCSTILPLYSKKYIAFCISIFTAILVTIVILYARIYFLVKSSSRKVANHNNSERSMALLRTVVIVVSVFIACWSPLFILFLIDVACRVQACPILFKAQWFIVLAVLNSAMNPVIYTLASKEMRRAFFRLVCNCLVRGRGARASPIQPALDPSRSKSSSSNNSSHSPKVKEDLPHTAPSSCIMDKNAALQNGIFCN
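material = human S1P3 NFAT-BLA reporter CHO cells | schedule = 4 h compound at 37 °C, 2 h substrate at RT | measured by = fluorescent BLA substrate, ex 405 nm, em 460/535 nm ratio | controls = 1 µM S1P reference | replication = primary once, confirmation triplicate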
Starred values were filed as active, the others as inactive; . = not tested or not shown.

Start of the data: the first three records as a preview:
SMILES | 5HT1a antag | S1P1 ag pot | HTR1A agonist | 5HT1E ag | Jurkat tox 60K | M1 antagonist | M1 ag | 5HT1E antag | S1P3 agonist
Cc1ccccc1-n1c(-c2ccncc2)n[nH]c1=S | 1 | 6 | -1.0 | 0.2 | 8 | 0.018 | -0.055 | -2 | -1.3
Cc1noc(C)c1CSc1nc2ccccc2c(=O)n1-c1ccccc1 | 31 | 14 | 1.2 | 0.1 | 89* | -0.27 | -0.78 | 21 | -0.4
CCOC(=O)c1c(COC(=O)c2ccco2)nc2ccccc2[n+]1[O-] | -3 | 14 | -3.4 | -0.4 | -2 | 0.57 | -0.0062 | -11 | -2.0

The listing, from the start:
SMILES | 5HT1a antag | S1P1 ag pot | HTR1A agonist | 5HT1E ag | Jurkat tox 60K | M1 antagonist | M1 ag | 5HT1E antag | S1P3 agonist
Cc1ccccc1-n1c(-c2ccncc2)n[nH]c1=S | 1 | 6 | -1.0 | 0.2 | 8 | 0.018 | -0.055 | -2 | -1.3
Cc1noc(C)c1CSc1nc2ccccc2c(=O)n1-c1ccccc1 | 31 | 14 | 1.2 | 0.1 | 89* | -0.27 | -0.78 | 21 | -0.4
CCOC(=O)c1c(COC(=O)c2ccco2)nc2ccccc2[n+]1[O-] | -3 | 14 | -3.4 | -0.4 | -2 | 0.57 | -0.0062 | -11 | -2.0
CCn1cc(C2=NOC(C(=O)O)C2)c(C)n1 (configuration not stated) | -12 | -15 | -4.2 | -1.3 | 0 | -0.54 | -0.96 | -1 | -0.6
Nc1ncnc2c1CCC2 | -16 | -12 | -0.9 | 0.4 | 1 | 0.37 | -0.29 | -5 | -1.5
CC(C)(C)NC(=O)C(c1ccco1)N(C(=O)c1ccc(CN2CCOCC2)o1)c1ccccc1 (configuration not stated) | 4 | -9 | -2.7 | -0.7 | -1 | 0.68 | -0.33 | 11 | -0.5
COc1cccc(-c2csc(NC(C)=O)n2)c1 | 6 | 3 | -1.4 | -0.3 | 2 | -0.81 | -0.18 | 0 | -0.4
CC1(C)NC(=O)N(CN2C(=O)NC(C)(C)C2=O)C1=O | 6 | -2 | -2.3 | -0.1 | -8 | -0.023 | 0.017 | 0 | -0.8
CCC(C)Sc1nnc(-c2c[nH]c3ccccc23)n1CCOC (configuration not stated) | 8 | 11 | -3.4 | -0.1 | 6 | 0.068 | 0.055 | 0 | -0.1
CC1(C)CNC(=O)c2sc(N3CCOCC3)nc2C1 | . | 1 | -0.7 | -0.3 | . | -0.19 | 0.66 | 10 | -0.8
O=C(Nc1nnc(-c2ccccc2)s1)c1ccc(Cl)c(S(=O)(=O)N2CCOCC2)c1 | -7 | . | 0.8 | 0.7 | -2 | 0.012 | -0.71 | 0 | 0.4
O=C(NCc1ccccc1)C1CCN(S(=O)(=O)c2cccc3cccnc23)CC1 | -4 | -12 | 2.3 | 0.7 | 0 | 0.077 | -0.17 | -17 | -0.4
COC(=O)c1ccc(CSc2ncnc3sc(C)c(C)c23)o1 | 8 | -2 | 0.0 | -1.0 | 3 | 0.52 | -1.5 | -2 | 0.0
CC(C)C12CN3CC(C(C)C)(CN(C1)C3c1ccccc1)C2O (configuration not stated) | 18 | -6 | -3.2 | -1.4 | 14 | -0.12 | -0.23 | 6 | -0.7
CC1CCCCN1C(=O)c1ccc(S(=O)(=O)N2CCCCC2C)cc1 (configuration not stated) | -10 | 4 | -3.0 | -0.1 | 7 | -0.36 | -0.68 | -18 | -0.8

A second format for some results above:
Fields – 5HT1a antag	S1P1 ag pot	HTR1A agonist	5HT1E ag	Jurkat tox 60K	M1 antagonist	M1 ag	5HT1E antag	S1P3 agonist
> Cc1ccccc1-n1c(-c2ccncc2)n[nH]c1=S
→ 1	6	-1.0	0.2	8	0.018	-0.055	-2	-1.3
> Cc1noc(C)c1CSc1nc2ccccc2c(=O)n1-c1ccccc1
→ 31	14	1.2	0.1	89*	-0.27	-0.78	21	-0.4

Carrying on.
SMILES | 5HT1a antag | S1P1 ag pot | HTR1A agonist | 5HT1E ag | Jurkat tox 60K | M1 antagonist | M1 ag | 5HT1E antag | S1P3 agonist
Cc1ccc(N2CC(C(=O)OCc3ccccc3F)CC2=O)cc1 (configuration not stated) | 10 | -20 | -0.4 | -0.1 | -8 | -0.18 | 0.25 | -1 | -1.2
CCN1CCN(C(=O)c2oc(=O)c3ccccc3c2-c2ccc(C)cc2)CC1 | 3 | -10 | 1.9 | 0.2 | 5 | -1.8* | 0.32 | -4 | -0.2
c1cncc(-c2nc3c4ccccc4nc(N4CCC(N5CCCCC5)CC4)n3n2)c1 | -13 | -41 | -1.4 | -0.6 | 1 | -6.7* | -0.25 | -8 | 0.3
O=c1cc(CSc2ccccn2)nc(N2CCN(c3ccccc3)CC2)[nH]1 | 0 | -2 | -3.6 | 0.3 | 7 | . | . | -2 | -0.9
COc1cc(OC)cc(C(=O)N(CN2CCCC2=O)c2ccccc2OC)c1 | -13 | -24 | -1.6 | 0.8 | 2 | 0.81 | -0.4 | -6 | -0.1
N#Cc1c(C(F)(F)F)cc(-c2ccco2)nc1SCc1ccccn1 | 10 | . | -0.5 | 0.1 | -3 | 0.04 | -0.64 | 9 | -1.0
CCOC(=O)CNc1c(N2CCN(c3ccccn3)CC2)c(=O)c1=O | 9 | 5 | 0.8 | 0.7 | 10 | 1.1* | 0.31 | 3 | -1.5
Nc1cc(=O)nc(SCC(=O)NC2CCCCC2)n1-c1ccccc1 | -5 | 1 | -0.9 | 0.0 | -10 | 1 | 0.13 | -3 | 0.3
CCn1cnc2sc(C(=O)N(Cc3ccc(N(C)C)cc3)Cc3ccco3)c(C)c2c1=O | -6 | -27 | 2.2 | -0.1 | 15 | 0.085 | 12* | 40* | -0.8
CCN(CC)CCCNC(=O)c1cc(-c2cccc(Cl)c2)on1 | 3 | 0 | 17 | 0.4 | 4 | -1.2 | 0.46 | 12 | 0.3
COc1ccc(-n2nc3c(c2NC(=O)c2ccc(Br)cc2)CS(=O)C3)cc1 (configuration not stated) | 12 | -24 | -1.4 | -0.5 | 6 | 0.7 | -1.1 | -1 | -0.6
CCSCCNC(=O)c1cncc(Br)c1 | 5 | . | -1.2 | -1.0 | -5 | -0.27 | 0.74 | 5 | 0.1
O=C(NCc1ccco1)c1ccc(Br)s1 | 3 | 7 | -1.8 | -0.8 | -2 | 0.091 | -0.39 | 8 | -0.8
CC(C)(Oc1ccc(Cl)cc1)C(=O)NCc1ccncc1 | 0 | . | -0.1 | -1.3 | 1 | -0.48 | 0.027 | -1 | -1.6
O=C(CN1CCC(NC(=O)c2cccc(F)c2)CC1)NCc1ccccc1F | -7 | . | 27* | -1.6 | . | 0.6 | -1.1 | 5 | .
c1ccc(-n2ncc3c(NCCN4CCOCC4)ncnc32)cc1 | 10 | -10 | -1.9 | 1.5 | 2 | 0.3 | -0.29 | -2 | -1.0
Cc1c(C(=O)OCC(=O)N2c3ccccc3CC2C)oc2ccccc12 (configuration not stated) | 8 | 2 | -3.8 | -1.4 | -2 | 0.47 | -1.3 | 8 | -0.7
CCC(CO)Nc1ncnc2c1cnn2-c1ccc(OC)cc1 (configuration not stated) | -16 | -8 | -1.8 | -0.3 | -3 | 0.12 | 0.17 | 5 | -0.4
Cc1cc(C)nc(N2C(=O)CC(C(=O)O)NC2=NCCc2c[nH]c3ccccc23)n1 (configuration not stated) | -6 | -12 | -3.0 | 1.1 | 0 | -0.33 | 0.083 | -1 | -0.5
COC(=O)c1sccc1NC(=O)c1ccc(Cl)s1 | 12 | -1 | -0.7 | -0.9 | 2 | -0.56 | 1.4 | 9 | -0.7
CNC(=O)CN(c1cccc(Br)c1)S(C)(=O)=O | 3 | . | -2.1 | -0.2 | 8 | 0.29 | 0.44 | -11 | -0.6
Cc1ccc(C)c(S(=O)(=O)Nc2ccc(S(=O)(=O)Nc3onc(C)c3C)cc2)c1 | -8 | 1 | -0.8 | 1.2 | -9 | 0.89 | -0.36 | -6 | 0.1
CCn1c(SCC(=O)Nc2ccccc2N2CCCCC2)nc2c1c(=O)n(C)c(=O)n2C | 26 | -78 | 1.2 | 0.1 | -4 | -1.3 | 2* | 13 | -0.7
CCCn1c(SCC(=O)Nc2c(C)cccc2CC)nnc1C(C)C | -4 | 3 | -4.0 | -1.3 | 14 | -0.031 | 0.76 | 11 | -1.0
CC1(C)Cc2c(C#N)c(N)sc(=S)c2CS1 | 5 | 3 | -1.3 | -0.4 | -1 | 0.48 | 0.44 | 2 | 0.9
Clc1ccccc1C1SCC2Nc3ccccc3CN21 (configuration not stated) | 26 | 3 | -3.8 | -1.1 | 19 | 0.017 | 0.21 | 2 | -0.8
CCOc1cccc(N2C(=O)CC(NCc3ccc(S(N)(=O)=O)cc3)C2=O)c1 (configuration not stated) | 1 | -24 | -3.5 | -0.1 | -2 | -0.46 | -0.35 | -9 | -1.0
O=C(Cn1c(=O)n(-c2ccccc2)c(=O)c2sccc21)N1CCCC1 | -10 | -8 | -3.2 | -0.5 | -8 | -0.51 | -0.76 | 4 | -0.1
CCN(CC)S(=O)(=O)c1ccc(C(=O)Nc2ncn(Cc3ccccc3)n2)cc1 | -3 | 0 | -3.0 | -0.1 | 2 | . | . | 21 | -1.1
O=C(CSc1ncn[nH]1)Nc1cccc2ccccc12 | -2 | . | 1.4 | -0.1 | -5 | 0.095 | -0.29 | 2 | 0.6
COc1ccc(-c2cc(C(=O)NCC(C)C)no2)cc1 | -8 | . | 0.1 | -0.5 | . | -0.57 | 0.47 | -14 | .
CC1=C(C(=O)Nc2ccccc2)C(c2ccco2)C(C#N)=C(SCC(=O)Nc2cccc(C)c2C)N1 (configuration not stated) | 6 | 18 | 2.0 | 0.7 | 4 | -0.47 | -0.019 | -2 | -0.5
O=C(COC(=O)c1ccc[nH]c1=O)NC1CCCC1 | -1 | 0 | -2.5 | -0.7 | 4 | 0.25 | 0.029 | -9 | -0.2
CCCC(=O)NCCCc1nc2ccccc2n1C | -8 | -1 | -2.9 | 0.4 | -2 | 0.45 | -0.29 | -10 | -0.4
CC(=O)Oc1ccc2c(C)c(CC(C)O)c(=O)oc2c1 (configuration not stated) | -11 | -8 | 0.5 | 0.3 | -1 | -0.39 | -0.45 | -32 | 0.5
Cc1cccnc1NC(=O)Nc1cccc(C(F)(F)F)c1 | 22 | -9 | -3.7 | -1.2 | -5 | -0.74 | 1.8 | 1 | -1.0
COc1ccc(OC)c(C2=Nn3c(nnc3-c3ccncc3)SC2)c1 | -10 | . | 2.6 | 1.0 | . | 0.063 | 0.18 | 16 | .
c1ccc2c(c1)oc1c(NCCN3CCOCC3)ncnc12 | -4 | -7 | -2.5 | 0.2 | -4 | -1.1 | -0.8 | -10 | 0.5
CCOC(=O)CSc1nnc(Cn2c(=O)sc3ccccc32)n1-c1ccccc1C | -16 | 12 | -0.8 | 0.5 | 2 | 0.039 | -0.28 | -4 | -1.4
CC(=O)c1c(O)cc(C)n(Cc2ccccc2)c1=O | -7 | -40 | -1.6 | 1.5 | -6 | -0.55 | 1.4 | 2 | 0.0

Hits appear at their usual frequency; about 8.9% have a hit in one of these screens.
